AmpC no deterg: qHTS Inhibitors of AmpC Beta-Lactamase (assay without detergent). P00811. AmpC nitrocefin hydrolysis, absorbance 480 nm, 0.0001% Triton. Potency, µM (series often up to 57.1 µM), for the others: at the highest dose activity change, negative = inhibition, most hits filed as inhibitors. 330,000 compounds, 0.52% hits. AID 485341, 2010;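 also: potency is read from the fitted curve at half-maximal effect; plate controls were no compound for no effect and no enzyme for full effect; nearly all actives have a fitted effect of over 20% in size; some results filed as inactive show a strong effect at the top dose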
Target sequence (P00811 whole entry, looked up): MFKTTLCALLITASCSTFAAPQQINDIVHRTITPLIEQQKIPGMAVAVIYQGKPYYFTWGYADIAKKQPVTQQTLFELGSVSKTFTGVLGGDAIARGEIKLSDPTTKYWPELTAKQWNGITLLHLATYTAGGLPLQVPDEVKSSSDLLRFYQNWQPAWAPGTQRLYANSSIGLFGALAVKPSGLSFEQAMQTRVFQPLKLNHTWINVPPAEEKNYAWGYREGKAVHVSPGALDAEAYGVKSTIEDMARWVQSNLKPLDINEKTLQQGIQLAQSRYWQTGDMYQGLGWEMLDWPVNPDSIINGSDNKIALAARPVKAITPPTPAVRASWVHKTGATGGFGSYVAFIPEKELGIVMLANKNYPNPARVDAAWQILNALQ
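AmpC (5.3 nM in the dispensed reagent) in 20 mM phosphate pH 7.0 with 0.01% (detergent screen) or 0.0001% Triton X-100 was preincubated with compounds for 15 min at room temperature. Nitrocefin was then added from an 800 uM solution, and hydrolysis was followed at 480 nm.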
AmpC inh detg: qHTS Inhibitors of AmpC Beta-Lactamase (assay with detergent); P00811; AmpC hydrolysis of nitrocefin, absorbance 480 nm, 0.01% Triton; Potency, µM (titrated, usually from 114 µM), inactives show at the top dose activity change, negative = inhibition, hits mostly inhibitors; 370,000 compounds, 0.041% hits; AID 485294, 2010;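 also: potency is read from the fitted curve at half-maximal effect; 0% = no-compound wells and -100% = no-enzyme wells; nearly all actives have a fitted effect of over 25% in size; some results filed as inactive show a strong effect at the top dose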
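20 mM phosphate pH 7.0 + 0.01% (detergent screen) or 0.0001% Triton X-100; 5.3 nM AmpC reagent; cpd preinc 15 min RT; nitrocefin (800 uM stock) to start; A480 q20 s × 4 min; Activity was normalised to no-enzyme and no-compound control wells.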
HCMV antiviral: qHTS Assay for inhibitors of the human cytomegalovirus (HCMV) | HFF cells, HCMV-luciferase reporter, 72 h; active compounds read low | activity change, negative = inhibition, % at 57.5 µM | 410,000 compounds, 4.5% hits | AID 1259415, 2018; in the data active = activity change below about -60%; inconclusive = no clear call, values can overlap the other calls; inactive = above about -39%
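Inhibition of viral replication was scored as loss of reporter luminescence in HFFs infected with HCMV-luciferase (MOI 1 PFU/cell) for 72 h; compounds tested at 2 doses, normalized to buffer and Salinomycin controls.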
FBPA Giardia inh: qHTS Assay for Inhibitors of Fructose-1,6-bisphosphate Aldolase from Giardia Lamblia. Potency, µM (highest dose often 59.6 µM), inactives show at the highest dose activity, negative = inhibition, most hits filed as inhibitors. purified Giardia FBPA. 290,000 compounds, 0.71% hits. AID 2451, 2010; also: potency is read from the fitted curve at half-maximal effect; nearly all actives have a fitted effect of over 55% in size
Target sequence (A8B2U2 whole entry, looked up): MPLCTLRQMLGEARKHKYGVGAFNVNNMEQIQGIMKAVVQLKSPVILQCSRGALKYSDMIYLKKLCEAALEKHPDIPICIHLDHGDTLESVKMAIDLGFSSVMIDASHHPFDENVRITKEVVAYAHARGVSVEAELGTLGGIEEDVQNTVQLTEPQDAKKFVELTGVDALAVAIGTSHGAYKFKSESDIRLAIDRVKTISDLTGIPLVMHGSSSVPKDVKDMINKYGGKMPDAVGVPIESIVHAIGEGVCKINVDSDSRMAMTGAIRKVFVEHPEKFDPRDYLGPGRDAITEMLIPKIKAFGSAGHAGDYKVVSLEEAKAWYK
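40 nM FBPA preincubated 10 min at RT with compound (up to 57.5 uM final), then substrate plus GAPDH/TPI/NAD/arsenate coupling and diaphorase/resazurin added. Fluorescence read after 20 min at RT, 525/598 nm.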
HCV inh: qHTS Assay for Inhibitors of Hepatitis C Virus (HCV). Potency, µM (titrated, usually from 41.8 µM), inactives show at the highest dose activity change, negative = inhibition, actives largely listed as inhibitors. 340,000 compounds, 3.4% hits. Huh7.5.1 HCVcc-Cre infection, luciferase reporter, 44 h; also: potency is read from the fitted curve at half-maximal effect
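Reporter virus HCVcc-Cre (~0.5 moi) infects cells exposed to compound; seeding density 1,000 cells/well with 4 h settling beforehand. Luminescence, 15 sec read, taken 44 h post-infection following a 15 min RT substrate incubation.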
Sm TGR block: qHTS Assay for the Inhibitors of Schistosoma Mansoni Peroxiredoxins. Schistosoma mansoni thioredoxin glutathione reductase (TGR), Q962Y6. Potency, µM (titrated, usually from 114 µM), without a hit: at the top dose activity change, negative = inhibition, usual class: inhibitors. purified TGR, DTNB reduction, TNB absorbance 405 nm. 360,000 compounds, 3% hits; also: potency is read from the fitted curve at half-maximal effect; nearly all actives have a fitted effect of over 60% in size
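Kinetic colorimetric format: TGR-catalysed, NADPH-driven DTNB reduction monitored via TNB absorbance. Enzyme dispensed at 20 nM; compound exposure 15 min at room temperature before reaction start.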
* = called active by the depositor; ? = inconclusive; . = no result given; + = active, no number; [ ] = another dose, or the depositor's remark. Unless noted, calls follow the shape of the dose curve; as a rule, active = well fitted curve in the direction sought with a large enough effect; inconclusive = small, poorly fitted or top-dose-only effect, or another doubt; inactive = no such curve, though single readings can be large; an effect the other way counts as inactive or inconclusive. Unless noted, % is scaled to controls: 0 for no effect and ±100 for the full control effect.

SMILES	AmpC no deterg	AmpC inh detg	HCMV antiviral	FBPA Giardia inh	HCV inh	Sm TGR block
COc1ccc(OC)c(/C=N/NC(=O)CNC(=O)c2ccc(S(=O)(=O)N3CCOCC3)cc2)c1	39%	0%	?	6%	27%	5%
CC1=C(C)CC(C(=O)N2CCN(Cc3ccc4c(c3)OCO4)CC2)C(C(=O)O)C1 (configuration not stated)	-13%	1%	0	0%	18%	.
CCOC(=O)N1CCN(C(=O)Nc2ccc3nc(C)c(C)nc3c2)CC1	9%	-15%	0	-16%	13%	9%
CCOC(=O)C1=C(C)Nc2nc3ccccc3n2C1c1ccccc1 (configuration not stated)	3%	?	-15	1%	-7%	7%
CC(=O)c1nnn(-c2nc(N)nc(N(c3ccccc3)c3ccccc3)n2)c1C	41%	-5%	12	2%	10%	0%
Clc1cccc(N2CCN(c3nc4ccccc4n4nnnc34)CC2)c1	.	17%	7	.	.	10%
N#CC(c1ccccc1)c1ccc(C(=O)c2ccc(F)cc2)cc1 (configuration not stated)	-46%	?	?	-1%	?	1%
CCN1CCN(c2ncnc3scc(-c4ccc(C)c(C)c4)c23)CC1	98%[activator]	-6%	-67*	-2%	?	9%
CS(=O)(=O)N(CC(=O)Nc1ccc(S(=O)(=O)N2CCOCC2)cc1)c1cccc(F)c1	-12%	-5%	-37	2%	19%	14%
Cc1ccc(Cn2c(=O)n(CCCC(=O)NCc3ccccc3Cl)c(=O)c3ccccc32)cc1	.	16%	20	.	.	-3%
O=C(CCC(=O)N1CCN(S(=O)(=O)c2ccc([N+](=O)[O-])cc2)CC1)N1CCOCC1	0%	.	-22	.	4%	.
CCC(C)Sc1ccc([C@@H]2[C@@H]3C(=O)N(C)C(=O)[C@@H]3[C@]3(C(=O)OC)CCCCN23)cc1 (some centres not stated)	13%	?	-26	.	-22%	?
CCCOc1ccc(Cn2c(=O)oc3ccc(C)cc32)cc1	-10%	10%	9	.	-14%	10%
N#CC1(NC(=O)CSc2nc3ccccc3o2)CCCCC1	-6%	.	5	.	12%	.
Cc1cc2n(n1)SC(Nc1ccc(F)cc1)N2 (configuration not stated)	-19%	-5%	3	0%	7%	?
O=C(N/N=C/C=C/c1cccc([N+](=O)[O-])c1)C(O)c1ccccc1 (configuration not stated)	-31%	-4%	-23	-1%	-12%	0%
COc1ccccc1NC(=O)c1cc(=O)[nH]c2ccccc12	-9%	-13%	31	-7%	?	1%
COc1ccc2ccccc2c1CN1CCN(Cc2ccccc2)CC1	21%	-1%	-75*	-17%	-12%	-20%
Clc1ccc(CN2C3=NCCN3c3ccccc32)cc1Cl	0%	?	-16	-9%	10µM*	4%
CC1CCCC(NC(=O)COC(=O)Cc2cn3ccsc3n2)C1C (configuration not stated)	36%	-5%	1	-16%	27%	0%
O=C(NC1CCCC1)C(c1ccsc1)N(C(=O)Cc1cccs1)c1ccccc1 (configuration not stated)	-11%	3%	45	12%	20%	-2%
COc1cc(-c2nc(N)n[nH]2)cc(OC)c1OC	-19%	-7%	222	7%	-9%	8%
C=CCSc1nc2c(C(=O)OCC)nnn2c2ccccc12	-8%	1%	-31	8%	?	2%
CCNC(=O)CC1C(=O)N(c2ccccc2)C(=O)N1CCc1ccc(OC)c(OC)c1 (configuration not stated)	-6%	2%	-20	3%	-1%	-2%
COc1ccc(-c2nc(CSCC(=O)N3CCN(c4ccc(F)cc4)CC3)c(C)o2)cc1	.	-12%	-90*	.	.	0%
Cc1ccc(N2CCN(C(=S)c3ccc(-c4ccccc4[N+](=O)[O-])o3)CC2)cc1	-50%	-2%	57	-12%	8%	7%
Cc1cnc(C(=O)Nc2ccc(N3CCOCC3)cc2)cn1	-20%	-13%	3	-24%	1%	-3%
CC1(C)CC(O)C(CCC(O)c2ccccc2)C(C)(C)N1 (configuration not stated)	-16%	-5%	-9	-5%	18%	6%
CCCNS(=O)(=O)c1ccc2c(c1)CCCN2C(C)=O	-6%	-14%	100	10%	18%	-25%
COc1nc(C)ccc1-c1noc(-c2cccnc2)n1	-18%	?	44	-2%	-5%	-9%
Cn1nc(-c2ccccc2)c2nc3ccccc3nc21	-3%	-4%	55	-1%	-4%	0%
COc1ccc(NC(=O)c2cccc(Cl)c2)c[n+]1[O-]	-7%	-1%	?	4%	3.2µM*	7%
C=CCOn1c(=O)c(=O)n(OCc2ccccc2)c2ccccc21	-23%	-15%	-22	-3%	-17%	-7%
CCc1ccccc1NC(=O)c1cc(S(=O)(=O)NCCc2ccc(OC)c(OC)c2)ccc1F	.	5%	-19	.	.	1%
C=CCOC(=O)COc1ccc2c(C)c(CC)c(=O)oc2c1	-2%	?	10	-2%	19%	2%
CC(C)CN1CCc2nc(N3CCN(c4ncccn4)CC3)ncc2C1	.	12%	29	.	.	8%
COC(=O)c1cccc(COC(=O)CNC(=O)c2ccco2)c1	-18%	-9%	-26	10%	12%	0%
Cc1cccc(Nc2ccccc2C(=O)NCc2ccco2)c1C	-16%	-15%	-5	-2%	?	14%
CC(C)Nc1nc2ccccc2c(=O)[nH]1	-6%	-4%	2	0%	-1%	14%
CCn1c(Cc2ccc(OC)cc2)nnc1SCc1nc2ccccc2c(=O)[nH]1	-20%	3%	-37	4%	-12%	3%
CCCCN1CC(=O)N2[C@H](c3ccc(OC)cc3)[C@@H]3C(=O)N(CC)C(=O)[C@@H]3[C@]2(C)C1=O	8%	-21%	.	7%	-2%	-2%
CCCN1CCN(CCCNC(=O)c2cc3c(=O)[nH]c4ccc(C)cc4c3s2)CC1	83%[activator]	-2%	-101*	-11%	?	?
COc1cccc(CC(=O)Nc2ccc(-c3nc4ccccc4s3)cc2Cl)c1	.	2%	7	.	.	2%
Cc1cccc(OCC(=O)Nc2ccc3c(c2)nc(CCN2CCN(c4ccccn4)CC2)n3C)c1	139%[activator]	-5%	+	-1%	6.3µM*	-6%
COC(=O)c1c(C)[nH]c(C)c1-c1ccccc1Cl	-7%	-2%	-30	-7%	?	10%
CCOc1ccc(S(=O)(=O)NCCc2ccccn2)cc1	-1%	.	13	.	6%	.
CCOC(=O)C1CCCN(C(=O)c2cc3nc(-c4ccc5c(c4)OCO5)cc(C(F)(F)F)n3n2)C1 (configuration not stated)	-4%	2%	-23	2%	-4%	12%
COc1ccc2c(CC(=O)OCC(=O)NC(N)=O)coc2c1	-9%	15%	-23	0%	2%	5%
COc1ccccc1C1=CN(Cc2ccccc2)CCC1=O	-7%	.	-2	.	-18%	.
Cc1ccccc1Nc1c(-c2cccnc2)nc2ccc(Cl)cn12	.	9%	-16	.	.	7%
COc1ccc(CCN(Cc2cccs2)S(=O)(=O)c2ccc(S(=O)(=O)N3CCC(C)CC3)cc2)cc1OC	2%	-1%	26	2%	1%	-2%
COc1ccc(CC(=O)Nc2nc(-c3ccncc3)cs2)cc1	-33%	2%	-82*	-10%	?	-7%
CC(=O)c1ccc(NS(=O)(=O)c2ccc(N)cc2)cc1	-28%	5%	41	11%	?	.
CCCc1oc2c(c(=O)c1CC)C(=O)CC(C)(C)C2	2%	-1%	-21	8%	-14%	2%
CCCn1c(=O)[nH]c2ccccc21	-16%	-13%	33	-7%	11%	0%
CC(=O)c1cccc(N(CC(=O)NCC2CCCO2)C(=O)CCC(=O)Nc2cc(C)on2)c1 (configuration not stated)	-9%	-2%	34	-3%	12%	3%
Cc1c(Cl)cccc1-n1nc(C)c2c(C)cc(=O)n(CC(=O)NCc3ccccc3)c21	.	8%	-26	.	.	8%
COCCNC(=O)c1snc2ccc(Cl)cc12	1%	-3%	-16	-2%	13%	-22%
CN(C)S(=O)(=O)c1ccc(C(=O)Nc2cc(S(=O)(=O)Nc3ccccc3Cl)ccc2N2CCCCC2)cc1	3.2µM*	-4%	-27	-1%	?	1%
O=C(O)c1cc(Br)ccn1	-35%	5%	-21	16µM*	1%	10%

7 entries already listed, ordered by molecular weight, highest first:
SMILES	AmpC no deterg	AmpC inh detg	HCMV antiviral	FBPA Giardia inh	HCV inh	Sm TGR block
CC(=O)c1cccc(N(CC(=O)NCC2CCCO2)C(=O)CCC(=O)Nc2cc(C)on2)c1 (configuration not stated)	-9%	-2%	34	-3%	12%	3%
Cc1c(Cl)cccc1-n1nc(C)c2c(C)cc(=O)n(CC(=O)NCc3ccccc3)c21	.	8%	-26	.	.	8%
CCCCN1CC(=O)N2[C@H](c3ccc(OC)cc3)[C@@H]3C(=O)N(CC)C(=O)[C@@H]3[C@]2(C)C1=O	8%	-21%	.	7%	-2%	-2%
CCCN1CCN(CCCNC(=O)c2cc3c(=O)[nH]c4ccc(C)cc4c3s2)CC1	83%[activator]	-2%	-101*	-11%	?	?
Cc1ccccc1Nc1c(-c2cccnc2)nc2ccc(Cl)cn12	.	9%	-16	.	.	7%
COc1ccc2c(CC(=O)OCC(=O)NC(N)=O)coc2c1	-9%	15%	-23	0%	2%	5%
CCCn1c(=O)[nH]c2ccccc21	-16%	-13%	33	-7%	11%	0%

Additional structures follow:
SMILES	AmpC no deterg	AmpC inh detg	HCMV antiviral	FBPA Giardia inh	HCV inh	Sm TGR block
O=C(O)c1cc(-c2ccc(Cl)cc2)n[nH]1	-8%	4%	1	12%	14%	-1%
O=S(=O)(c1ccc(Cl)s1)N1CCN(CCc2ccccc2)CC1	-6%	-3%	-18	.	?	-9%
CC(Oc1ccc2c3c(c(=O)oc2c1)CCCC3)C(=O)NCC(O)c1ccccc1 (configuration not stated)	120%[activator]	-4%	-30	9%	-5%	71%[activator]
Cc1ccc(C(C)C)cc1OCCCCN1CCCC1	40%	-2%	7	-24%	?	-7%
Cc1[nH]c2ccccc2c1C(=O)COC(=O)c1ccccc1O	-24%	.	10	.	11µM*	.
NC(=O)c1ccsc1N	-12%	0%	.	?	.	6.3µM*
Cc1oc2ncnc(N3CCCCC3)c2c1C(=O)N1CCN(c2cccc(Cl)c2)CC1	.	19%	3	.	.	14%
CCc1nc(C(N)=O)c2[nH]c(=O)n(-c3ccc(OC)cc3OC)c2n1	-20%	?	.	-16%	3%	-2%
Cc1cc(C)nc(N/N=C/C2=C(N3CCOCC3)C(=C\c3ccc(Cl)cc3)/CC2)n1	-3%	?	-24	-13%	?	32µM*
N#Cc1c(N)n(CCNC(=O)c2ccc(Cl)cc2)c2nc3ccccc3nc12	7%	1%	-12	-22%	3%	3%
Cc1cc(C(=O)OC(C)C(=O)N2CCc3ccccc32)ccc1[N+](=O)[O-] (configuration not stated)	-16%	-8%	-7	.	-33%	-1%
CC(CCN1C(Nc2ccccc2)=NC[C@@H]1Cc1ccccc1)c1ccccc1 (some centres not stated)	-14%	-15%	-61*	19%	-11%	2%
Cn1ccnc1C1CCCCN1Cc1nc(-c2ccc(Cl)cc2)no1 (configuration not stated)	91%[activator]	-1%	-28	7%	21%	-8%[57.1 µM]
CCc1ccc(NC(=O)CSC2=Nc3ccccc3C3=NC(CC(=O)NC4CCCCC4)C(=O)N23)cc1 (configuration not stated)	.	7%	-4	.	.	0%

Bioassay records (PubChem)
